Gal4-VP16 FLuc – VP16 counterscreen qHTS for inhibitors of ROR gamma transcriptional activity; Potency, µM (doses to about 53.6 µM), inactives show at the top dose activity, negative = inhibition, most hits filed as inhibitors; 310,000 tested, 3.5% active; AID 2546, 2010; Drosophila S2 Gal4-VP16 UAS-luciferase, luminescence, 20 h;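 also: Gal4-VP16 expression switched on by copper sulfate through the metallothionein promoter; potency is read from the fitted curve at half-maximal effect; % is scaled to controls: 0 for no effect and ±100 for the full control effect; nearly all actives have a fitted effect of over 50% in size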
RORg inh – qHTS for inhibitors of ROR gamma transcriptional activity | Drosophila S2 Gal4-RORgamma UAS-luciferase reporter, 20 h | Potency, µM (doses to about 53.6 µM), without a hit: at the highest dose activity change, negative = inhibition, most hits filed as inhibitors | 310,000 tested, 5.4% active | AID 2551, 2010; also: potency is read from the fitted curve at half-maximal effect; % is scaled to controls: 0 for no effect and ±100 for the full control effect; nearly all actives have a fitted effect of over 60% in size
Target sequence (P51450 whole entry, looked up, the tested form may be a part): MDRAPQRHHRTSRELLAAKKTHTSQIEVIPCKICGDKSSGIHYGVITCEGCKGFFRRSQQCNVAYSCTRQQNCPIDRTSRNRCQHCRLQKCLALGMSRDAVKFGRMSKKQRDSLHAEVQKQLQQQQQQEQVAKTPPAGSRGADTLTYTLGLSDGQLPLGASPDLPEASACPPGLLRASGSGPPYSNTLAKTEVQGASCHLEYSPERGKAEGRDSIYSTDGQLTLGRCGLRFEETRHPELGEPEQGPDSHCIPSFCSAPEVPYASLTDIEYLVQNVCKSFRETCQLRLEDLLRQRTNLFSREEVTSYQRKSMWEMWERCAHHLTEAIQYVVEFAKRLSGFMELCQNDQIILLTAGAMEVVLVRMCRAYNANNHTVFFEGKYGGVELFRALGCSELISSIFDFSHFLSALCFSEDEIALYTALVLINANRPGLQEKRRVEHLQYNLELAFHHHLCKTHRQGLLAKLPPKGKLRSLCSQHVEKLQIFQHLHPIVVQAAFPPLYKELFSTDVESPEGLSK
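Drosophila Schneider cells stably carrying a metallothionein-driven Gal4 DBD–ROR gamma fusion and a UAS-Photinus luciferase reporter were exposed to compound for 1 hr, then induced with copper sulfate (700 uM final) for 20 hr at ambient temperature before luminescence reading.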
FLuc counter – qHTS profiling assay for firefly luciferase inhibitor/activator using purifed enzyme and Km concentrations of substrates (counterscreen for miR-21 project). Luciferin 4-monooxygenase (Photinus pyralis), P08659. purified FLuc, Km substrates, luminescence inhibition. Potency, µM (doses to about 57.5 µM), without a hit: at the top dose activity change, negative = inhibition, hits mostly inhibitors. 360,000 tested, 6.9% active. AID 588342, 2011;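 also: potency is read from the fitted curve at half-maximal effect; plate controls were vehicle for no effect and reference inhibitor for full effect; nearly all actives have a fitted effect of over 55% in size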
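Biochemical qHTS of compounds, final roughly 60 µM downward over six points, against 10 nM purified firefly luciferase using Km concentrations of substrates (10 uM D-luciferin, 10 uM ATP) in Tris acetate pH 7.5 buffer; luminescence output.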
Coupling enz – qHTS Assay for Inhibitors of Fructose-1,6-bisphosphate Aldolase from Giardia Lamblia: Coupling assay counterscreen. coupling enzyme system counterscreen, AmpLite Red fluorescence. activity change, negative = inhibition, % at 58.2 µM, hits read low. 290,000 tested, 0.67% active; in the data active = activity change below about -30%; also: % is scaled to controls: 0 for no effect and ±100 for the full control effect
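Counterscreen lacking aldolase: glyceraldehyde-3-phosphate coupling-enzyme reagent preincubated 10 min at RT with compound (at 57.5 uM final), then substrate/coupling system with AmpLite Red added; fluorescence read at 525/598 nm after 20 min RT.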
ELG1 genotox – qHTS screen for small molecules that induce genotoxicity in human embryonic kidney (HEK293T) cells expressing luciferase-tagged ELG1 | HEK293T ELG1-luciferase reporter, luminescence, 16 h | 330,000 tested, 1.3% active | AID 504466, 2011 | Potency, µM (titrated, usually from 46 µM), inactives show at the top dose activity change, positive = activation, actives largely listed as activators; also: potency is read from the fitted curve at half-maximal effect; % of control where 0% means no effect; nearly all actives have a fitted effect of over 60% in size
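Quantitative HTS format in 1536-well plates. HEK293T ELG1-luciferase reporter cells receive test compound and are incubated 16 hr at 37 °C, 5% CO2; ONE-Glo added, 30 min room temperature, then luminescence read.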
Tb PFK inh – qHTS Assay to Find Inhibitors of T. brucei phosphofructokinase | ATP-dependent 6-phosphofructokinase (Trypanosoma brucei brucei), O15648 | 330,000 tested, 0.17% active | T. brucei PFK, ADP-Glo luminescence | Potency, µM (doses to about 57.5 µM), for inactives: top-dose activity, negative = inhibition, usual class: inhibitors;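 also: potency is read from the fitted curve at half-maximal effect; 0% = uninhibited 1x PFK enzyme wells and -100% = no-enzyme wells; nearly all actives have a fitted effect of over 60% in size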
Target sequence (O15648 whole entry, looked up): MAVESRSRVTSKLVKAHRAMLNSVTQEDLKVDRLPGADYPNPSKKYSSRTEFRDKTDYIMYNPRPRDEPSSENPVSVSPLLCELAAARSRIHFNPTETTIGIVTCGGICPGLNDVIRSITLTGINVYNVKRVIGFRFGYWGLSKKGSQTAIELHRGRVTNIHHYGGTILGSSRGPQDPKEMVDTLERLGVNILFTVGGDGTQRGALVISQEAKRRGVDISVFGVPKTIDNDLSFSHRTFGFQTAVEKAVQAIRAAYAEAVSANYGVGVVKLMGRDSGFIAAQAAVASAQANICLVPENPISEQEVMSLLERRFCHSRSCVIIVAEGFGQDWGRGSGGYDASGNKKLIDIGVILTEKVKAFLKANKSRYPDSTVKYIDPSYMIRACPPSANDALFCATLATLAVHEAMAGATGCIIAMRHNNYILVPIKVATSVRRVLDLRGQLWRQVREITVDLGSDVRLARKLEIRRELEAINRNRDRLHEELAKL
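In TEA buffer at pH 8.0 with 5 mM MgCl2, enzyme (1.25 nM) converted F6P (0.5 mM) and ATP (0.1 mM) for 45 min at room temperature. ADP product was read by luciferase luminescence.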
KCNH2 3.1 inh – qHTS for Inhibitors of KCHN2 3.1: Mutant qHTS; Potassium voltage-gated channel subfamily H member 2, brain isoform KCNH2 3.1 (human); AID 720553, 2013; 340,000 tested, 0.95% active; activity change, % (tested at about 1.8 µM); U2OS KCNH2 3.1, thallium flux FluxOr; stronger effect = lower value;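 active = maximum activity change below -70%; inconclusive = maximum activity change from -70% to -50%; inactive = maximum activity change above -50%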;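 also: thallium influx rate constant from kinetic fluorescence after stimulation buffer; % is scaled to controls: 0 for no effect and ±100 for the full control effect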
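We transduce U2OS cells with the mutant 3.1 virus, culture them overnight, load FluxOr with Red40 quencher for 45 min, then add stimulation buffer and read kinetically for 2 min to derive a normalized rate constant.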
NPC1 prom act – qHTS Assay for NPC1 Promoter Activators. Huh7 NPC1 promoter luciferase reporter, 24 h. 320,000 tested, 2.4% active. AID 485313, 2010. Potency, µM (doses to about 9.22 µM), without a hit: at the highest dose activation, most hits filed as activators;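 also: potency is read from the fitted curve at half-maximal effect; % of control where 0% means no effect; nearly all actives have a fitted effect of over 60% in size; reporter is driven by a mutant NPC1 promoter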
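Huh7 reporter cells (NPC1 promoter driving luciferase) are dosed with compound for 24 h at 37 °C, 5% CO2; luciferase detection reagent is then added and luminescence measured after 10 min at ambient temperature.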
Rab9 promoter act – qHTS Assay for Rab9 Promoter Activators; Huh7 Rab9 promoter-luciferase reporter, luminescence, 24 h; Potency, µM (doses to about 9.22 µM), without a hit: at the top dose activation, negative = inhibition, hits mostly activators; 320,000 tested, 2.8% active; also: potency is read from the fitted curve at half-maximal effect; % of control where 0% means no effect; nearly all actives have a fitted effect of over 60% in size
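Huh7 cells stably carrying Rab9 promoter–luciferase reporter, plated 1500 cells/well, compound added after 2 h and incubated 24 h at 37 °C; luciferase luminescence then read after 10 min with detection reagent.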
Giardia kill – Small Molecules that selectively kill Giardia lamblia: qHTS | Giardia lamblia trophozoite viability | activity change, % at 7.66 µM, hits read low | 340,000 tested, 0.15% active | AID 540267, 2011; in the data active = activity change below about -80%; inconclusive = between about -30% and that limit;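 also: parasites exposed to compound for two days anaerobically before the ATP read; % is scaled to controls: 0 for no effect and ±100 for the full control effect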
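Giardia lamblia trophozoites (100 cells/well) were incubated with compounds for 48 h at 37 deg C under anaerobic conditions. Viability was read as ATP content by one-step luminescence after 15-30 min at room temperature.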
uPA generation – qHTS for Inhibitors of Cell Surface uPA Generation | cell surface uPA generation assay, qHTS | Potency, µM (top dose mostly 38.3 µM), for inactives: top-dose activity change, negative = inhibition, most hits filed as inhibitors | 330,000 tested, 0.31% active; active = well fitted inhibition curve with a large enough effect; inconclusive = small, poorly fitted or top-dose-only effect; inactive = no such curve, though single readings can be large or run the other way; tested in mouse RAW 264.7 cells; also: potency is read from the fitted curve at half-maximal effect; % is scaled to controls: 0 for no effect and ±100 for the full control effect; nearly all actives have a fitted effect of over 55% in size
Active calls of the source: *; ? = inconclusive; . = not tested or not shown; [ ] = dose if it differs, or a comment. Unless noted, calls follow the shape of the dose curve; as a rule, active = well fitted curve in the direction sought with a large enough effect; inconclusive = small, poorly fitted or top-dose-only effect, or another doubt; inactive = no such curve, though single readings can be large; an effect the other way counts as inactive or inconclusive.

SMILES	Gal4-VP16 FLuc	RORg inh	FLuc counter	Coupling enz	ELG1 genotox	Tb PFK inh	KCNH2 3.1 inh	NPC1 prom act	Rab9 promoter act	Giardia kill	uPA generation
Cc1cccc(NC(=O)Cn2c(=O)oc3ccccc32)c1C	5%	9%	-1%	1	-1%	0%	-16	2%	3%	-2	9%
O=[N+]([O-])c1ccc(O)c(/C=N/n2cnc3ccccc32)c1	?	?	27µM*	1	-10%	10%	7	6%	-3%	-26	1%
CCCOc1ccc(/C=N/NC(=O)C2CCCN2S(=O)(=O)c2ccc(Cl)cc2)cc1 (stereo unspecified)	?	20%	-6%	0	-6%	1%	-11	-6%	4%	-11	-8%
CC(=O)CCN1CCOCC1	-1%	-8%	-1%	2	4%	3%	-1	4%	1%	-3	2%
CCCCSc1nnc2c(n1)[nH]c1ccccc12	-2%	19%	?	0	?	9%	-2	?	1.3µM*	-17	-3%
Cc1ccc(S(=O)(=O)NCCC(=O)N2CCN(S(=O)(=O)c3cccc(F)c3)CC2)cc1C	.	.	5%	.	0%	6%	0	-2%	-5%	13	-5%
O=C(NCc1ccccc1)C(c1cccnc1)N(C(=O)c1ccccn1)c1cccc(F)c1 (stereo unspecified)	2%	-13%	1%	1	-2%	-15%	-6	4%	0%	8	3%
CCCCN(C)C(=O)C1CCC(=O)N(c2cc(OC)c(OC)c(OC)c2)C1c1ccc(OC)cc1 (stereo unspecified)	-14%	-11%	4%	0	1%	2%	-14	-1%	-4%	23	-1%
C/C(=N/OC(=O)c1ccc(C)cc1)C(=O)c1ccc(Br)cc1	-6%	-9%	-18%	-7	4%	-7%	21	-4%	8%	26	-8%
NNC(=O)Cn1nnc(-c2ccc(C(F)(F)F)cc2)n1	-3%	-13%	-13%	-1	4%	-3%	5	-5%	-4%	18	-5%
COc1cccc(CN2CCN(C(=O)Nc3ccc([N+](=O)[O-])cc3)CC2)c1	?	17%	-5%	-3	0%	-2%	-19	0%	-7%	1	-24%
O=C(COC(=O)CCc1nc2ccccc2s1)NC(=O)NCc1ccco1	-6%	12%	-8%	-1	0%	-17%	8	-3%	-2%	35[activator]	2%
CCOc1ccccc1NC(=O)N1CCCC1C(=O)Nc1ccc(-n2cnnn2)c(C)c1 (stereo unspecified)	-7%	32%	-3%	6	2%	-4%	1	1%	2%	1	8%
CC(C)c1cc(C(F)(F)F)n2nc(C(=O)Nc3ccc(-n4cnnn4)cc3)cc2n1	-1%	21%	-2%	1	2%	5%	-10	-7%	-7%	15	4%
O=C(COc1cccc2cccnc12)N/N=C1\SCC(=O)N1Cc1ccco1	-10%	-37%	6%	0	-1%	-12%	-11	-4%	-5%	-2	-1%
O=C(Nc1ccccc1C(=O)NC1CC1)c1ccccc1F	.	.	.	.	1%	7%	-9	.	.	0	-9%
CC1CCCCC1NC(=O)CN1CCC(O)(c2ccc(F)cc2)CC1 (stereo unspecified)	0%	-3%	-1%	1	0%	-1%	-4	-7%	10%	-16	-4%
CCOC(=O)c1sc(NC(=O)COC(=O)CNC(=O)C2CCCCC2)c(C(=O)OCC)c1C	-5%	?	-1%	-1	1%	0%	-10	-5%	-3%	-18	-1%
Cc1noc(C)c1CSCC(=O)Nc1nc2c(F)cc(F)cc2s1	.	.	-12%	.	-2%	-23%	-4	10%	4%	-16	6%
CCN(CC)C(=O)C1CC(=O)OC12CCCCC2 (stereo unspecified)	-3%	-19%	1%	3	0%	0%	24	-1%	-4%	0	-1%
Cc1cccc(N2CCN(C(=O)Cn3ccc4ccccc4c3=O)CC2)c1C	3%	-11%	3%	-1	-11%	0%	-3	-2%	-8%	-14	-1%
CC(C)(C)SCCNC(=O)Nc1ccccc1	7%	2%	?	-2	10%	-2%	14	18%	3%	11	0%
N#C/C(=C\N1CCOCC1)S(=O)(=O)c1ccc(Cl)cc1	-3%	2%	1%	4	-1%	-10%	9	-4%	-9%	24	-2%
Cc1ccc(S(=O)(=O)N2CCC(C(=O)Nc3ccc(C(C)C)cc3)CC2)cc1	.	.	.	.	-9%	1%	-5	-1%	-18%	13	?
CC(N)C12CC3CC(C1)CC(C(C)N)(C3)C2 (stereo unspecified)	-1%	-9%	0%	2	6%	0%	3	-3%	-2%	-4	-1%

Next section
SMILES	Gal4-VP16 FLuc	RORg inh	FLuc counter	Coupling enz	ELG1 genotox	Tb PFK inh	KCNH2 3.1 inh	NPC1 prom act	Rab9 promoter act	Giardia kill	uPA generation
CC(=O)c1ccc(N2CCN(C(=S)Nc3cccc(Cl)c3)CC2)cc1	1%	-14%	-3%	-2	0%	-1%	-22	-4%	-2%	0	-5%
O=[N+]([O-])c1cccc(CN(CCO)Cc2ccccc2)c1	-4%	?	-2%	-3	2%	-3%	8	-4%	-2%	-14	.
CCn1c(Cc2ccccc2)nnc1SCC(=O)OC(C)C	-2%	15%	-2%	3	0%	-3%	6	-1%	-8%	2	.
COc1cccc2cc(C(=O)OC(C)C(=O)c3ccc(C)cc3)c(=O)oc12 (stereo unspecified)	-16%	-14%	4%	.	4%	1%	5	0%	18%	-6	-1%
Nc1cc(=O)[nH]c(SCC(=O)Nc2ccc(S(=O)(=O)N3CCCCC3)cc2)n1	0%	-1%	-3%	2	0%	2%	2	-1%	20%	-3	3%
CCN(CC(O)Cn1c2ccccc2c2ccccc21)S(=O)(=O)c1ccc(F)cc1 (stereo unspecified)	1%	37%	3%	0	-11%	6%	.	1%	3%	-1	.
COc1ccc(C)cc1S(=O)(=O)N1CCC(C(=O)N2CCOCC2)CC1	0%	0%	-3%	0	1%	-8%	-6	-6%	-3%	7	.
COCC(C)NC(=O)C1CCN(S(=O)(=O)c2ccc3ccccc3c2)CC1 (stereo unspecified)	.	.	3%	.	-1%	-1%	3	-7%	1%	-9	4%
O=C(NCc1ccccn1)c1c(O)c2c([nH]c1=O)CCCC2	-7%	-39%	-8%	3	9%	3%	-1	19%	8%	9	6%
CCCn1c(N)c(NCCN2CCOCC2)c(=O)[nH]c1=O	2%	-8%	-2%	-3	-2%	0%	6	-5%	7%	-9	3%
Cc1ccc(Cl)c(OCCCCN(C)Cc2ccccc2)c1	-6%	-20%	3%	0	-3%	0%	-18	-5%	-1%	7	.
CN=C1S/C(=C\c2cn(CC(=O)OC)c3ccccc23)C(=O)N1C	2%	-29%	17µM*	0	10%	-2%	5	11%	3%	-7	-5%
CCOc1ccccc1CN1CCC(CO)(CCOc2ccccc2)CC1	-6%	?	-1%	3	-4%	-11%	-50	-2%	-4%	13	5%
Cc1cc(Cl)ccc1C(=O)C1CCCN(C(=O)c2ccc3ncccc3c2)C1 (stereo unspecified)	14%	34%	-2%	1	-6%	4%	-46	-1%	3%	-3	-1%
COc1ccc(OC)c(C2=NO[C@@](CC(=O)O)(C(=O)Nc3ccc4c(c3)OCCO4)C2)c1	5%	15%	0%	3	-2%	0%	-7	-1%	0%	8	-11%
CCc1cccc2c(C(=O)C(NCCCOC)c3ccccc3)c[nH]c12 (stereo unspecified)	15%	31%	4%	1	0%	0%	8	-5%	3%	12	-2%
Cc1ccc(Nc2ncnc(-n3cccc3)n2)cc1Cl	26%	16%	2.7µM*	0	?	0%	14	?	3.2µM*	-18	-4%
CCOC(=O)c1cnc(SCC(=O)OC)nc1N	-6%	22%	-17%	-1	5%	-8%	-4	-3%	-7%	13	-1%
NS(=O)(=O)c1ccc(N/C=C\C(=O)c2ccc(F)cc2)cc1	?	37%	15µM*	2	?	-2%	-3	4µM*	3.5µM*	7	-2%
COC(=O)/C=C1/S/C(=N/NC(=O)c2ccccc2)NC1=O	0%	2.8µM*	-17%	-3	0%	1%	4	1%	-1%	-8	0%
S=C(NCc1ccccc1)N1CCn2cccc2C1c1cccnc1 (stereo unspecified)	-16%	17%	1%	0	-4%	-3%	11	-1%	-1%	5	2%
Cc1ccc(S(=O)(=O)C2(C(=O)Nc3cccnc3)CC2)cc1	-3%	-22%	6%	2	-14%	-4%	7	-1%	-4%	3	-3%

Screening data: PubChem, National Center for Advancing Translational Sciences (NCATS)
